Assay outcomes deposited in PubChem BioAssay by several laboratories.
RSV antiviral HEp-2 – RSV antiviral activity via CPE protection, HEp-2 cells, primary 10 µM value included (AID 2391); HEp-2 cells, RSV-induced CPE inhibition; higher % means a stronger effect; CPE inhibition, % at 10 µM, or IC50 in µM where a hit was titrated; 310,000 compounds, 0.13% hits; in the data active = a potency from the dose series; inconclusive = CPE inhibition mostly from about 23% at the one dose, without a potency; inactive = the rest, 99 in 100 with CPE inhibition below about 21%; note: strong numbers were not always called active
SV40 large T antigen – SV40 large T antigen inhibitors, biochemical (AID 1903) | 310,000 compounds, 0.39% hits | one-dose inhibition, % at 20 µM; IC50 in µM for titrated hits | SV40 large T antigen ATPase/helicase inhibition assay; higher % means a stronger effect; in the data active = a potency from the dose series; inconclusive = inhibition mostly from about 32% at the one dose, without a potency; inactive = the rest, 99 in 100 with inhibition below about 32%; note: strong numbers were not always called active
UTI89 phage lysis – inhibition of K1F phage lysis, E. coli UTI89, bacterial capsule biogenesis inhibitors, alamar blue (AID 488966). inhibition, % at 100 µM; hits with a dose series show IC50 in µM. E. coli UTI89 K1F phage lysis, alamar blue, 2 h; higher % means a stronger effect. 340,000 compounds, 0.02% hits;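 active = phage lysis inhibition, versus mean bacterial control, above a set limit; inconclusive = no clear call, values can overlap the other calls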;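 note: capsule biogenesis inhibitors block K1F phage lysis so surviving cells raise fluorescence; higher fluorescence means more inhibition of phage lysis; actives were called in the ten point dose series up to 300 µM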
GPR35 arrestin U2OS – GPR35 antagonists blocking zaprinast-driven arrestin recruitment, primary screen, imaging, U2OS, beta-arrestin-GFP, zaprinast agonist (AID 2058); U2OS GPR35 beta-arrestin-GFP translocation imaging, zaprinast antagonism; higher % means a stronger effect; one-dose inhibition, % at 10 µM; IC50 in µM for titrated hits; 290,000 compounds, 0.052% hits;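 active = inhibition of at least 50% with at least 30 cells and total cytoplasm GFP at most 10,000,000; inconclusive = under 30 cells or total GFP of 10,000,000 plus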
Salmonella PhoP GFP – inhibitors of PhoP regulon expression, primary screen, Salmonella Typhimurium, GFP reporter (AID 1863). S. Typhimurium PhoP-regulated promoter GFP reporter, 4 h; higher % means a stronger effect. one-dose inhibition, % at 50 µM; IC50 in µM for titrated hits. 300,000 compounds, 0.16% hits;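 active = inhibition over 29.93%, a cutoff 3 SD above the screen mean, later confirmed by dose response; inconclusive = inhibition over 29.93% but no dose response follow-up; inactive = inhibition at most 29.93% or unconfirmed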;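 note: 0% = low Mg2+ inducing control and 100% = high Mg2+ repressing control; strong numbers were not always called active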
HIV fusion peptide – inhibitors of HIV fusion peptide binding, primary screen, biochemical, uHTS, fluorescence dequenching (AID 1986); inhibition, % at 20 µM, or IC50 in µM where a hit was titrated; cell-free peptide binding, fluorescence dequenching, 30 min; higher % means a stronger effect; 290,000 compounds, 0.3% hits; in the data active = inhibition mostly above about 52%, no sharp cut-off; inactive = mostly below about 76%; note: some results filed as inactive read as strong as hits
Rac1 GTP hydrolysis – MgcRacGAP GTPase-activating activity inhibitors, confirmation, biochemical, ADP Hunter fluorescence. 340,000 compounds, 0.6% hits. MgcRacGAP-stimulated Rac1 GTP hydrolysis, ADP Hunter fluorescence; higher % means a stronger effect; GST-tagged Rac1 F28L mutant substrate. inhibition, % at 30 µM; hits with a dose series show IC50 in µM. Rac GTPase-activating protein 1 (Homo sapiens);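 active = first-screen hits whose inhibition reached a set limit at any dose in the follow-up dose series; inconclusive = inhibition above the set first-screen limit but never retested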;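 note: fluorescence reports GDP produced by GAP-driven GTP hydrolysis; strong numbers were not always called active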
GPR55 antagonists – GPR55 antagonists blocking LPI-driven arrestin recruitment, primary screen, imaging, U2OS, beta-arrestin-GFP, LPI agonist (AID 2013) | 290,000 compounds, 0.13% hits | G-protein coupled receptor 55 (Homo sapiens) | inhibition, % at 10 µM; hits with a dose series show IC50 in µM | U2OS GPR55 beta-arrestin-GFP translocation imaging, LPI antagonism; higher % means a stronger effect;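 active = spots per cell inhibited over 60%, with over 100 cells counted and total cytoplasm intensity under 500,000; inconclusive = wells with under 100 cells, flagged as likely toxic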;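 note: U2OS cells stably carrying GPR55 and arrestin-GFP stimulated by 5 µM LPI near EC80; imaged beta-arrestin-GFP aggregate spots per cell after agonist stimulation; plate controls were LPI-stimulated DMSO wells for no effect and DMSO wells without LPI for full effect; some results filed as inactive read as strong as hits; confirmed hits need IC50 under 10 µM and bright autofluorescent wells are also inconclusive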
NS5 inhibitors – Dengue-2 NS5 methyltransferase inhibitors, primary screen, biochemical, confirmation dose response (AID 588689). Dengue-2 NS5 methyltransferase capping enzyme assay, biochemical; higher % means a stronger effect. inhibition, % at 25 µM; hits with a dose series show IC50 in µM. 340,000 compounds, 0.3% hits; in the data active = a potency from the dose series; inconclusive = inhibition above about 29% without an active follow-up result
NS5 inhibitors pilot replicate – also measured in NS5 inhibitors; calls as there; inhibition, %; measured here: pilot screen replicate inhibition
Starred values were filed as active, the others as inactive; ? = inconclusive; nt = no result given; [ ] = remark or other dose. Random draw from the library. Share with any hit: about 1.5%.

SMILES | RSV antiviral HEp-2 | SV40 large T antigen | UTI89 phage lysis | GPR35 arrestin U2OS | Salmonella PhoP GFP | HIV fusion peptide | Rac1 GTP hydrolysis | GPR55 antagonists | NS5 inhibitors | others
CCN1CCN(CCCOc2ccccc2-c2ccccc2)CC1 | -3.0% | 3% | -0.3% | 16% | 11% | 0.4% | 97µM* | -13% | 0%
OCC[C@@H]1C[C@@H](O)[C@H](O)[C@]2(OCc3ccccc32)O1 | 1.1% | 4% | 6.3% | 3% | 5% | 2.3% | 6% | 5% | -7%
NC(=O)COc1ccc(C23CC4CC(CC(C4)C2)C3)cc1 | 11% | 10% | -0.1% | -12% | -2% | 0.0% | 9% | 3% | -8%
CC(C)CC(C(=O)OCC(=O)c1c(N)n(C)c(=O)n(C)c1=O)N1C(=O)c2ccccc2C1=O (centres undefined) | 0.2% | -1% | 0.8% | -22% | -5% | -0.5% | 3% | 7% | -9%
Cc1nc(-c2cccc(-c3noc(C)n3)c2)no1 | 4.2% | 19% | 6.8% | 2% | 13% | -0.7% | -5% | 5% | 2%
CN(c1cccc(Cl)c1)S(=O)(=O)c1cccc(C(=O)Nc2nc3ccccc3[nH]2)c1 | 19% | 3% | 6.9% | 1% | 38% | 3.6% | 4% | 3% | -2%
C/C(CC(C)C)=N\NC(=O)Nc1ccccc1 | 2.9% | 23% | 1.0%[50 µM] | -10% | 0% | 0.4% | 6% | -8% | -5%
Cc1cccc(COc2ccc(/C=N/NC(=O)c3nnn(-c4nonc4N)c3COc3ccc(F)cc3)cc2)c1 | 1.1% | 6% | 0.2% | -3% | -2% | -0.3% | 7% | 7% | 2%
c1ccc(CNc2ccc3ccccc3n2)nc1 | -1.2% | 10% | 1.3% | 15% | 16% | -2.7% | 3% | 1% | -7%
Cc1nn(C(=O)Cn2ccc([N+](=O)[O-])n2)c(C)c1Br | 4.5% | 0% | -1.4% | 8% | 8% | 5.4% | 4% | 4% | -2%
O=C(NCc1ccccn1)C1CCN(C(=O)c2cc3sccc3n2Cc2ccc(F)cc2)CC1 | -1.3% | 18% | -0.1% | -13% | 2% | 2.4% | 4% | 8% | 4%
COc1ccc(N2CCN(CC(=O)c3ccc(O)cc3O)CC2)cc1 | 0.4% | 25% | 0.4% | 0% | -2% | 7.6% | -6% | -1% | -6%
Cc1ccc(OCC(=O)N2CCc3ccccc32)cc1 | 1.4% | 4% | 0.7% | 2% | -5% | -2.5% | -2% | -5% | nt
CCCCc1ccc(C2C(C#N)=C(N)SC(N)=C2C#N)s1 | 8.4% | 14% | nt | -6% | -12% | 81% | nt | -8% | nt
COC(=O)C1=C(C)N(CCCC(=O)O)C(=O)NC1c1cccc(OC)c1 (centres undefined) | -0.9% | 0% | 0.4% | nt | 3% | nt | 7% | nt | 7%
CC(C)C1CC(CCN2CCCCC2)(c2ccccc2)CCO1 (centres undefined) | 0.2% | -3% | 2.4% | 7% | 6% | -0.9% | 5% | 16% | 2%
CCOc1ccc(C2CC(c3c(O)c4ccccc4oc3=O)=NN2c2ccccc2)cc1OC (centres undefined) | 10% | 26% | -0.9%[50 µM] | 34% | -45% | 2.6% | 20% | 13% | ?
COc1cc(Br)c(CC(=O)O)cc1OC | 3.9% | 3% | nt | 14% | -27% | 0.2% | nt | 8% | nt
O=C1C(Cl)=C(NC(=O)c2ccccc2)C(=O)C(Cl)=C1NC(=O)c1ccccc1 | 2.2% | 35% | -0.1% | -6% | 3% | -2.8% | 6.1µM* | 10% | 3.5µM*
Cc1ccc(S(=O)(=O)NC2(C(F)(F)F)NC(=O)N(Cc3ccccc3)C2=O)cc1 (centres undefined) | 1.5% | 6% | -0.2% | 1% | -6% | 1.8% | 10% | 24% | -8%
CC(C)CC(=O)Nc1nnc(S(=O)(=O)N2c3ccccc3CC2C)s1 (centres undefined) | 2.2% | nt | -1.0% | -7% | nt | 0.4% | 2% | 5% | -6%
COc1ccc(C(C(=O)NCC2CCCO2)N(C(=O)CNC(=O)c2cccs2)c2ccccc2)cc1OC (centres undefined) | 0.6% | 2% | 0.9% | 5% | 11% | 1.2% | -1% | 1% | 0%
Cc1ccc(S(=O)(=O)NNC(=O)c2sccc2-n2cccc2)cc1 | 0.3% | -5% | 0.1% | 6% | 4% | -1.2% | 5% | 3% | -3%
Cc1ccc(C(C)C)c(OCc2ccc(-c3nnco3)cc2)c1 | 1.7% | 4% | 0.6% | 8% | 5% | -0.4% | 2% | -8% | 4%
COc1ccc(C(=O)Nn2cnc3ccccc3c2=O)cc1[N+](=O)[O-] | 1.2% | -1% | 0.1% | -4% | 1% | -0.9% | 3% | -5% | -1%
Going on with the list:
SMILES | RSV antiviral HEp-2 | SV40 large T antigen | UTI89 phage lysis | GPR35 arrestin U2OS | Salmonella PhoP GFP | HIV fusion peptide | Rac1 GTP hydrolysis | GPR55 antagonists | NS5 inhibitors | others
O=C(CCC(=O)NNC(=O)c1ccc([N+](=O)[O-])cc1)NCc1ccccc1 | 1.3% | 14% | 0.8% | 9% | -11% | -2.0% | 3% | 13% | 2%
COc1ccc(/C=C/C(=O)NCc2ccc3c(c2)OCO3)cc1OC | 0.8% | 7% | 0.8% | nt | nt | nt | 11% | nt | -9%
CC(NS(=O)(=O)c1ccc(Br)cc1)C(=O)NCc1ccco1 (centres undefined) | 0.5% | 9% | -2.5% | 24% | 10% | -1.5% | 2% | 12% | 2%
COc1ccc(CN(C)CC2CCCN(CCc3ccc(Cl)cc3)C2)cc1OC (centres undefined) | -1.4% | -12% | 0.0% | 9% | 4% | -0.8% | 7% | -5% | 5% | NS5 inhibitors pilot replicate=-2.1
Cc1ccc(C(=O)COC(=O)CCC(=O)Nc2ccccc2Cl)cc1[N+](=O)[O-] | 3.4% | 17% | 3.2% | -17% | 24% | -1.1% | 6% | 6% | -1%
Cc1cccc(NC(=O)CSc2nc(=O)n(CCCN3CCOCC3)c3c2CCCC3)c1 | -0.7% | 3% | 2.0%[50 µM] | nt | -3% | nt | 6% | nt | 1%
CCS(=O)(=O)N1CCC(C(=O)NCc2cccs2)CC1 | 1.6% | 15% | 0.3% | 0% | -1% | -2.6% | 7% | 6% | -3%
COc1ccc(S(=O)(=O)N2CCCCC2)cc1NC(=O)C1CSC2(C)CCC(=O)N12 (centres undefined) | 1.6% | -4% | 0.1% | -2% | 5% | -0.1% | 5% | 3% | 0%
O=C(Nc1cccc(S(=O)(=O)NC2=NCCCCC2)c1)C1COc2ccccc2O1 (centres undefined) | 0.8% | 10% | 0.3% | -1% | -2% | 0.7% | 4% | 3% | 1%
COc1ccc(CN2C(=O)[C@@H]3C(c4ccccc4Cl)=NO[C@@H]3C2=O)cc1 | 0.9% | -6% | -1.2% | 21% | 0% | 0.6% | 1% | -8% | 2%
Nc1cccc(S(=O)(=O)Nc2ccc(Br)cc2)c1 | 4.9% | 3% | -1.5%[50 µM] | 10% | -7% | -1.6% | -1% | -6% | -6%
C/C(=N/NC(=O)c1ccc(Br)o1)c1cccs1 | 2.5% | 11% | 1.3%[50 µM] | 1% | -3% | 1.6% | 5% | 6% | 1%
CCCc1cc(C(=O)Nc2cccc(Cl)c2)no1 | 1.4% | 6% | 3.1% | 0% | 15% | -2.2% | -1% | 9% | 0%
Cc1cc(OCc2cc(C(=O)N3CCN(C)C(=O)[C@@H]3C)no2)cc(C)c1Cl | -1.1% | 13% | -0.4% | 2% | 1% | -1.3% | 3% | -7% | 1%
O=C1CC(C(=O)NCCc2ccccc2)SC(=Nc2ccccc2)N1 (centres undefined) | nt | 4% | nt | -11% | -8% | 0.4% | nt | -5% | nt
COc1ccc2[nH]c(=O)c(CN(Cc3ccco3)Cc3nnnn3Cc3ccccc3)cc2c1 | 0.6% | 17% | -0.2% | 7% | 3% | 1.4% | 13% | -3% | -1%
Cc1csc(NC(=O)c2cc(-c3ccncc3)nc3ccccc23)n1 | 3.9% | 11% | 1.9%[50 µM] | -7% | -6% | 1.6% | 8% | 6% | -3%
FC(F)(F)c1cccc(OCC2CNC(=S)O2)c1 (centres undefined) | 1.7% | 9% | -0.1% | -6% | 2% | -1.8% | 5% | 2% | -10%
Cn1cc(SCC(=O)NCc2ccc3c(c2)OCO3)c2ccccc21 | -0.4% | 1% | 2.0% | -5% | 10% | -2.4% | 14% | 1% | 1%
c1ccc(N=Nc2ccc3cccccc2-3)cc1 | 8.8% | 7% | -3.0% | nt | nt | nt | -6% | nt | 5%

In the list so far, 6 have a thiophene ring, fused or not.
SMILES | RSV antiviral HEp-2 | SV40 large T antigen | UTI89 phage lysis | GPR35 arrestin U2OS | Salmonella PhoP GFP | HIV fusion peptide | Rac1 GTP hydrolysis | GPR55 antagonists | NS5 inhibitors | others
O=C(NCc1ccccn1)C1CCN(C(=O)c2cc3sccc3n2Cc2ccc(F)cc2)CC1 | -1.3% | 18% | -0.1% | -13% | 2% | 2.4% | 4% | 8% | 4%
CCCCc1ccc(C2C(C#N)=C(N)SC(N)=C2C#N)s1 | 8.4% | 14% | nt | -6% | -12% | 81% | nt | -8% | nt
COc1ccc(C(C(=O)NCC2CCCO2)N(C(=O)CNC(=O)c2cccs2)c2ccccc2)cc1OC (centres undefined) | 0.6% | 2% | 0.9% | 5% | 11% | 1.2% | -1% | 1% | 0%
Cc1ccc(S(=O)(=O)NNC(=O)c2sccc2-n2cccc2)cc1 | 0.3% | -5% | 0.1% | 6% | 4% | -1.2% | 5% | 3% | -3%
CCS(=O)(=O)N1CCC(C(=O)NCc2cccs2)CC1 | 1.6% | 15% | 0.3% | 0% | -1% | -2.6% | 7% | 6% | -3%
C/C(=N/NC(=O)c1ccc(Br)o1)c1cccs1 | 2.5% | 11% | 1.3%[50 µM] | 1% | -3% | 1.6% | 5% | 6% | 1%
